MOR-DOR inv ag: inverse agonists of MOR-DOR heterodimerization, primary screen, cell-based, luminescence; AID 504357, 2011; cell-based MOR-DOR heterodimer luminescence, inverse agonism; 340,000 compounds, 0.21% hits; Mu-type opioid receptor (Homo sapiens) + Delta-type opioid receptor (Homo sapiens), …; inhibition, % at 9.3 µM; in the data active = inhibition above about 22%, passing the limit was not always enough;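 note: 0% = cells with DMSO and 100% = wells without cells with DMSO; values of inactives mirror those of a sister screen read the other way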
Target sequence (P35372 whole entry, looked up): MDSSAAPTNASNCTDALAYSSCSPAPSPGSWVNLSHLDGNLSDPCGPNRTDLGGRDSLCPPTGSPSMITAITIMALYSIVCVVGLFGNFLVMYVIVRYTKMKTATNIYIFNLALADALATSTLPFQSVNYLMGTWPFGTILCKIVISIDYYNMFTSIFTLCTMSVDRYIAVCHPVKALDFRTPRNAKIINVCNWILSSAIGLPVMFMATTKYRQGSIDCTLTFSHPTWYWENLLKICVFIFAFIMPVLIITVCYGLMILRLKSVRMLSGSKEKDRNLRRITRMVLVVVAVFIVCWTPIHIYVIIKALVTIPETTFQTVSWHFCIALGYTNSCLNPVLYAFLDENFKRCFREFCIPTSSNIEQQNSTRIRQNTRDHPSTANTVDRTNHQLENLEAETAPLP
Target sequence (P41143 whole entry, looked up): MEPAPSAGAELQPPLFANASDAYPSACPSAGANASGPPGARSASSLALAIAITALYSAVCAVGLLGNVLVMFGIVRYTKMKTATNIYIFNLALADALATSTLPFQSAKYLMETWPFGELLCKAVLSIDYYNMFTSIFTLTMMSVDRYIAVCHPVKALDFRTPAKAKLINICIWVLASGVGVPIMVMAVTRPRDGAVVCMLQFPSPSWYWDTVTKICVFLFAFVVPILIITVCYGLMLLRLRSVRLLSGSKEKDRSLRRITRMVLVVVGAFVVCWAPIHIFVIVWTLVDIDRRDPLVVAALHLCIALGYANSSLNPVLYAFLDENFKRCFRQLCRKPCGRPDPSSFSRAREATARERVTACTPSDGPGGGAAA
DAGLB inh: DAGLB lipase inhibitors, primary screen, biochemical, fluorescence, HTS. 340,000 compounds, 0.059% hits. HEK293T DAGLB membrane lysate, EnzChek fluorogenic substrate. inhibition, % at 5.17 µM. Diacylglycerol lipase-beta (Homo sapiens), Q8NCG7; in the data active = inhibition above about 34%;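 note: 0% = enzyme with vehicle and 100% = wells lacking enzyme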
Arrestin-AP2 inh: inhibitors of beta-arrestin/AP2 binding, primary screen, biochemical, GPCR trafficking, flow cytometry. inhibition, % at 10 µM. FITC-arrestin peptide / GST-AP2 beads; AP2 beta2 appendage carries R879A mutation. AID 504490, 2011. 340,000 compounds, 0.31% hits. beta-arrestin 1 C-terminal peptide binding to AP2 beta2-adaptin appendage (human);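 active = inhibition above a set limit, near 3 SD of compounds lacking own fluorescence, cut at about 54% in these data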;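 note: plate controls were DMSO wells for no effect and 5 µM unlabelled arrestin peptide for full effect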
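System: GST-AP2 R879A glutathione beads | Also added: FITC-arrestin peptide, 50 nM | Times: 12 min plus 1 h, RT | Signal: Bead flow cytometry, FITC channel | Buffer or medium: PBS with 0.05% Tween 20 and 0.1% BSA | Read-out basis: Percent drop in bead-associated FITC signal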
PKA-R1A activ: activators of PKA-R1A holoenzyme, primary screen, biochemical, fluorescence polarization, Cy5-IP20, bovine R1A, mouse PKAc | AID 504707, 2011 | cAMP-dependent protein kinase type I-alpha regulatory subunit (Bos taurus) + … | PKA-R1A dissociation; scaled: DMSO 0%, 113 µM cGMP 100% | 340,000 compounds, 0.083% hits | activation, % at 11.4 µM;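 active = percent activation above the mean of all tested compounds plus 3 SD, cut at about 19% in these data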;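 note: higher means more PKAc released from R1A so a rise in polarization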
MOR-DOR ag: agonists of OPRM1-OPRD1 heterodimerization, primary screen, cell-based, luminescence | activation, % at 9.3 µM | cells | 340,000 compounds, 0.3% hits | Mu-type opioid receptor (Homo sapiens) + Delta-type opioid receptor (Homo sapiens), … | AID 504326, 2011; in the data active = activation above about 18%;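 note: 0% = vehicle-treated cells and 100% = reference agonist; values of inactives mirror those of a sister screen read the other way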
PKA-R2B activ: activators of PKA-R2B holoenzyme, primary screen, biochemical, fluorescence polarization, Cy5-IP20, human | cAMP-dependent protein kinase catalytic subunit beta (Homo sapiens) + cAMP-dependent … | PKA-R2B holoenzyme dissociation; R2B truncated from residue 108, S112A mutant; 0% DMSO only, 100% 113 µM cGMP | activation, % at 11.4 µM | 340,000 compounds, 0.079% hits | AID 504700, 2011;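 active = activation above a cutoff set at the mean over all compounds plus 3 SD, cut at about 18% in these data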;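 note: higher means more holoenzyme dissociation and a rise in polarization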
HTR5A ag: HTR5A agonists in luminescence cell assay, primary screen, counter-screen for OPRM1-OPRD1 heterodimer agonist project, full-deck HTS; 5-hydroxytryptamine receptor 5A (Homo sapiens), P47898; cell-based; activation, % at 9.3 µM; 340,000 compounds, 0.61% hits; AID 504692, 2011; in the data active = activation mostly above about 9.5%, no sharp cut-off; inactive = mostly below about 7.6%;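 note: 0% = cells with vehicle only and 100% = reference agonist; strong numbers were not always called active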
DSG3 Ab inh: inhibitors of pemphigus antibody binding to DSG3, primary screen, biochemical, bead-based, flow cytometry, scFv-GFP; DSG3-coupled beads, scFv-anti-DSG3-GFP binding; stronger effect = lower value; binding (percent of control), % at 10 µM; 310,000 compounds, 0.48% hits;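 active = binding more than 3 SD below its plate's average and above zero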; note: some compounds called inactive have numbers as strong as hits
HTR5A inv ag: HTR5A inverse agonists in luminescence cell assay, primary screen, counter-screen for OPRM1-OPRD1 heterodimer inverse agonist project, full-deck HTS | 5-hydroxytryptamine receptor 5A (Homo sapiens), P47898 | HTR5A cell line, inverse agonism | inhibition, % at 9.3 µM | 340,000 compounds, 0.083% hits; in the data active = inhibition mostly above about 23%, no sharp cut-off; inactive = mostly below about 18%;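 note: 0% = cells with DMSO and 100% = no-cell wells with DMSO; some compounds called inactive have numbers as strong as hits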
V-ATPase pH: regulators of yeast V-ATPase proton pumping, primary screen, pHLuorin cytosolic pH fluorescence. S. cerevisiae. 350,000 compounds, 0.37% hits. response, % at 10 µM; in the data active = response mostly above about 7.3%, no sharp cut-off; inactive = mostly below about 5.4%; note: actives read high; inactives centre near 0; some compounds called inactive have numbers as strong as hits; reference of the scale not given here
An asterisk follows results filed as active; . = not tested or not shown. Not a hit list. About 2.4% of those tested had a hit in this group.

SMILES | MOR-DOR inv ag | DAGLB inh | Arrestin-AP2 inh | PKA-R1A activ | MOR-DOR ag | PKA-R2B activ | HTR5A ag | DSG3 Ab inh | HTR5A inv ag | V-ATPase pH
COC(=O)CCC(=O)Nc1cc(Cl)cc(Cl)c1 | 12 | -3 | 30 | -8 | -2.4 | -6 | 4 | 102 | -11 | 3
C[C@@H]1COC(=O)[C@H](CC(=O)OC(C)(C)C)C/C=C\C[C@@H](CC(=O)NCCO)C(=O)N1 | -33 | 0 | 0 | -2 | 5.9 | -6 | 12 | 104 | -31 | -1
CCN(C(=O)CSc1nc2ccc([N+](=O)[O-])cc2s1)c1c(N)n(Cc2ccccc2)c(=O)[nH]c1=O | 2 | 3 | -4 | 10 | -0.5 | 4 | -2 | 98 | 1 | 3
CCc1ccc(/C=C2\Oc3ccc(C(=O)OC)cc3C2=O)cc1 | 15 | -3 | -10 | -3 | -2.7 | -1 | 1 | 118 | 4 | -2
CN1OC(Cn2cc(C#N)c(=O)n(C)c2=O)CC1c1ccccc1 (configuration not stated) | 8 | -2 | 17 | -4 | -1.4 | 1 | 0 | 95 | 0 | 5
COC(=O)c1cn(C(=O)c2ccc3c(c2)OCO3)c2ccccc12 | . | 0 | . | 2 | . | -2 | . | 103 | . | -1
OCCC1CN(Cc2cccc(C(F)(F)F)c2)CCN1Cc1ccccc1 (configuration not stated) | -22 | 1 | -3 | -2 | 4.4 | -5 | 0 | 104 | -9 | -1
COc1ccccc1/C=C/C=N/NC(=O)CCC1C(=O)NN=C1C (configuration not stated) | 11 | 2 | 3 | 3 | -1.5 | -7 | 4 | 106 | 2 | 1
Cc1ccc(S(=O)(=O)N2CCCC2C(=O)OCc2ccco2)cc1 (configuration not stated) | 13 | -1 | 9 | -8 | -2.4 | -2 | -2 | 88 | -23 | 1
CCOc1ccc(NS(=O)(=O)c2cc(C(=O)N3CCN(C(C)=O)CC3)ccc2Cl)cc1 | 15 | -1 | -14 | -6 | -2.2 | 3 | 0 | 103 | 0 | -3
Cc1ccc(S(=O)(=O)N(C)CC(=O)N2CCOCC2)cc1 | 7 | 1 | 3 | 3 | -1.4 | -13 | -3 | 90 | -9 | -1
O=C(CSc1ncn[nH]1)NCc1ccccc1 | 5 | 1 | -1 | 1 | -0.8 | 6 | 1 | 96 | -21 | 0
CCOC(=O)/C(=N\NC(=O)c1ccccc1)c1ccccc1 | -4 | -4 | -5 | 0 | 0.6 | -2 | -6 | 101 | 16 | -2
O=C(Cc1ccccc1)NNS(=O)(=O)c1ccccc1[N+](=O)[O-] | 2 | 1 | 3 | 5 | -0.4 | -8 | -1 | 107 | 2 | -2
O=C(NCc1ccc(OC(F)(F)F)cc1)C1CCC(=O)N(C2CC2)C1 (configuration not stated) | 12 | 0 | 26 | -6 | -2.4 | -2 | 2 | 96 | 15 | -2
O=C(Cc1ccccc1)Nc1ccc2[nH]ncc2c1 | 10 | 1 | 16 | 10 | -2.1 | 1 | -2 | 122 | 7 | 2
C/C=C(/C)C(=O)Nc1cccc(C2=NOC3(C2)C[C@H](C(N)=O)N(C(=O)COc2ccc(Cl)cc2)C3)c1 (some centres not stated) | -5 | 2 | -5 | -4 | 0.9 | 6 | 3 | 89 | -7 | 3
COc1ccc(CCNS(=O)(=O)c2cn(C)c(=O)n(C)c2=O)cc1OC | -3 | 1 | 9 | -10 | 0.5 | 1 | -1 | 104 | 4 | 0
CCc1ccc(CCC(=O)Nc2ccc(C(C)=O)cc2)o1 | -1 | -1 | 31 | -17 | 0.2 | -10 | 0 | 97 | 1 | -2
Cc1ccc(-c2noc(CSc3nnnn3C3CCCCC3)n2)cc1 | 2 | -8 | 4 | -7 | -0.4 | -4 | 3 | 97 | -9 | -1
Cn1c(=O)[nH]c(=O)c2c1nc(NCc1ccco1)n2CCCc1ccccc1 | -19 | 3 | 2 | 2 | 3.5 | 1 | 2 | 106 | -6 | 8
Cc1cc2oc(=O)cc(CN3CCN(Cc4ccc5c(c4)OCO5)CC3)c2cc1C | 16 | -2 | 24 | -18 | -2.9 | -11 | 3 | 99 | -9 | -1
Cc1ccc(NC(=O)CSCC(=O)NC2CCCCC2)cc1 | -16 | -4 | 2 | -2 | 2.7 | -6 | -1 | 107 | 4 | 1
Cc1ccc(N2C(=O)CC(N3CCSCC3)C2=O)c(C)c1 (configuration not stated) | 3 | 2 | 15 | -10 | -0.7 | 6 | 1 | . | -3 | 2
CCn1c(COc2ccccc2C)nnc1SCC(=O)Nc1ccc2c(c1)OCCO2 | -1 | -3 | 7 | 2 | 0.1 | -6 | -6 | 100 | 15 | -2
COc1ccc(CNC(=O)CCCn2c(=O)c3cccn3c3cccnc32)cc1 | . | 0 | . | 3 | . | -5 | . | 96 | . | -3
Cc1nn(C)cc1CNC(=O)c1ccc(Br)o1 | 5 | -1 | -2 | -1 | -1.0 | -12 | 0 | 104 | -12 | -2
COc1ccc(-c2noc(CN(C)Cc3ccc(C)o3)n2)cc1 | -1 | -12 | 8 | -2 | 0.1 | 9 | -2 | 94 | -10 | -1
C[C@H]1O[C@@H](n2cc(F)c(=O)[nH]c2=O)[C@H](O)[C@@H]1O | 0 | 0 | 3 | 1 | 0.0 | 8 | 0 | 94 | 0 | -4
CN(CCC1CCOCC1)C(=O)C1CCC(=O)N(CCc2ccc(Cl)cc2)C1 (configuration not stated) | 15 | -2 | -8 | -2 | -3.0 | 1 | -4 | 110 | 0 | 3
CN(C)CCCN1C(=O)C2CCc3[nH]c4ccccc4c3C2C1=O (configuration not stated) | 7 | 0 | 15 | 1 | -1.3 | -4 | 2 | 104 | -6 | -1
O=C(Nc1cccs1)Nc1ccccc1Cl | 10 | 4 | 3 | -6 | -2.0 | -7 | 7 | 107 | -17 | -1
O=S1(=O)CCOC[C@H](Cc2ccccc2)N1Cc1ccccc1 | 2 | -2 | -1 | 4 | -0.3 | -1 | 2 | 105 | -12 | -1
CCOC(=O)C1=CN(CC2CCCCC2)CCC1=O | 10 | -1 | 1 | 1 | -2.1 | 3 | 2 | 94 | -5 | -4
COc1ccc(N2CCN(C(=S)NC(=O)c3cccs3)CC2)c([N+](=O)[O-])c1 | 14 | 9 | 5 | -3 | -2.8 | -4 | -2 | 96 | 5 | 0
Cc1c(NC(=O)CS(=O)(=O)c2ccccc2)c(=O)n(-c2ccccc2)n1C | 3 | 1 | -2 | -7 | -0.7 | -15 | 2 | 107 | -5 | -2
CCOc1ccc(C(=O)Nc2nnc(S(=O)(=O)Nc3ccccc3C)s2)cc1 | 5 | 10 | 0 | 4 | -0.8 | -10 | -2 | 100 | 6 | -6
O=C(CCS(=O)(=O)c1ccccc1)Nc1nc(-c2cccs2)cs1 | -15 | 0 | 1 | -14 | 2.5 | 7 | 14 | 69* | -44 | 2
O=c1c(-c2ccccc2)coc2c(CN3CCCCC3)c(O)ccc12 | 18 | 2 | 33 | -4 | -3.8 | 8 | -1 | 112 | 4 | -4
CC(C)CCNC(=O)c1ccc(CS(=O)(=O)Cc2ccccc2F)o1 | 7 | 4 | 26 | -2 | -1.4 | 6 | -3 | 95 | -32 | 6

Results in DSG3 Ab inh, for some of the entries so far:
| structure | DSG3 Ab inh |
| --- | --- |
| O=c1c(-c2ccccc2)coc2c(CN3CCCCC3)c(O)ccc12 | 112 |
| COc1ccc(CNC(=O)CCCn2c(=O)c3cccn3c3cccnc32)cc1 | 96 |
| Cc1nn(C)cc1CNC(=O)c1ccc(Br)o1 | 104 |
| O=C(Nc1cccs1)Nc1ccccc1Cl | 107 |

Carrying on.
SMILES | MOR-DOR inv ag | DAGLB inh | Arrestin-AP2 inh | PKA-R1A activ | MOR-DOR ag | PKA-R2B activ | HTR5A ag | DSG3 Ab inh | HTR5A inv ag | V-ATPase pH
O=C(COc1ccc(Cl)cc1)OCc1csc(Nc2ccccc2)n1 | -25 | 1 | 2 | 13 | 4.7 | -10 | 1 | 106 | 0 | 2
CC(C)(C)SCCNS(=O)(=O)c1ccc(F)cc1 | -12 | -1 | 11 | -9 | 2.2 | -4 | -1 | 99 | -5 | 1
CN(C)c1ccc(C2NCC(CCl)O2)cc1 (configuration not stated) | -6 | -2 | 8 | -7 | 1.1 | -4 | 2 | 128 | -12 | -1
COc1ccc(C(=O)CCC(=O)NC2=NCCS2)cc1 | 12 | -1 | -3 | 11 | -2.2 | 4 | 2 | 138 | 23 | 2
CC(NS(=O)(=O)c1ccc2c(c1)c(=O)n(C)c(=O)n2C)C(=O)NC1CCCCC1 (configuration not stated) | 6 | 1 | -4 | -8 | -1.2 | -5 | -4 | 93 | 18 | 7
Cc1ccc2cccc(S(=O)(=O)N3CCCc4ccccc43)c2n1 | 5 | -3 | -6 | 2 | -1.1 | -10 | 5 | 104 | -10 | -2
O=c1[nH]c(SCc2ccc([N+](=O)[O-])cc2)nc2[nH]ncc12 | 8 | 1 | 12 | 4 | -1.6 | 5 | 2 | 100 | -6 | 1
CC(C)c1nc(CNC(=O)c2cc(COc3c(F)cccc3F)on2)cs1 | -2 | 0 | 1 | 3 | 0.5 | 6 | 1 | 98 | -2 | 11
CCN(CC)S(=O)(=O)c1ccc2c(c1)CC(C(=O)N1CCCC1)N2C(C)=O (configuration not stated) | 16 | -1 | -8 | -6 | -2.8 | -1 | 1 | 104 | -3 | 4
O=C(CCn1cnc2ccccc21)N/N=C/c1ccccc1O | -6 | -1 | 2 | -2 | 0.9 | 4 | 1 | 95 | -2 | 0
CCOc1ccc(OCC(=O)OC(C)C(=O)NC2CCCC2)cc1 (configuration not stated) | 2 | 1 | -9 | 7 | -0.5 | -12 | 3 | . | -8 | 0
O=C(O)CSC1CC(=O)N(c2ccc(Cl)cc2)C1=O (configuration not stated) | -25 | -5 | -5 | 1 | 4.2 | -4 | 1 | 102 | 0 | -8
CC(=O)c1cccc(NC(=O)Cn2cnc(S(=O)(=O)N3CCc4ccccc43)c2)c1 | -10 | 1 | -9 | 12 | 1.8 | -12 | -4 | . | -9 | -1

Screening results (PubChem)
